Growth percent in the NCI-60 one-dose screen (48 h, 10 µM unless noted): 100 = growth as untreated, 0 = no growth, -100 = all killed.
HCT-116 – HCT-116 colon cancer; 82,000 tested, 7.3% active; AID 1794798
NCI-H226 – NCI-H226 lung cancer. 79,000 tested, 3.5% active
COLO 205 – COLO 205 colon cancer; 79,000 tested, 7.3% active; AID 1794742
NCI-H460 – NCI-H460 lung cancer; 82,000 tested, 6.8% active
HCT-15 – HCT-15 colon cancer; 82,000 tested, 5.2% active
NCI-H23 – NCI-H23 lung cancer; 80,000 tested, 4% active; AID 1794731
NCI-H522 – NCI-H522 lung cancer; 78,000 tested, 8% active
NCI/ADR-RES – NCI/ADR-RES ovarian cells; 81,000 tested, 4.4% active
NCI-H322M – NCI-H322M lung cancer | 80,000 tested, 2.7% active | AID 1794733
* marks the source's active call; other numbers are inactive results; . = no result given. The calls were made as follows: active = growth percent below 10; inactive = the rest.

1) CC1=CC(=O)N(c2cccc3c(N4C(=O)C=C(C)C4=O)cccc23)C1=O
2) COc1ccc(-c2nc(SCCC(C)C)nc(Nc3ccc(F)c(Cl)c3)c2C#N)cc1
3) Nc1nc(N)nc(Oc2ccccc2)n1
4) Nc1nc2[nH]c(=S)[nH]c2c(=O)[nH]1
5) C=CCc1c(O)c(C=O)c(OC)c2c(=O)cc(-c3ccc(OC)cc3)oc12
6) N=C(N)c1nn(C2OC(CO)C(O)C2O)c2nc[nH]c(=O)c12 (stereo not given)
7) CC/C(=C/c1cccc(OC)c1O)c1ccc2cccc(OC)c2[o+]1
8) CCC(C)OC(=S)S (stereo not given)

assay / compound,1,2,3,4,5,6,7,8
HCT-116,18,68,107,95,90,-80*,97,95
NCI-H226,100,66,102,105,96,14,100,102
COLO 205,-46*,71,113,111,84,-12*,110,116
NCI-H460,113,24,108,113,93,3.0*,104,110
HCT-15,-2.7*,85,100,103,93,0.3*,96,104
NCI-H23,79,90,113,103,83,-34*,102,99
NCI-H522,-75*,85,103,98,85,12,89,78
NCI/ADR-RES,78,81,110,99,85,-10*,96,112
NCI-H322M,102,63,111,110,134,6.6*,102,99

Continued (2 carried over from the part before).
7) CC/C(=C/c1cccc(OC)c1O)c1ccc2cccc(OC)c2[o+]1
8) CCC(C)OC(=S)S (stereo not given)
9) COc1ccc(NC(=O)Nc2ccc(OCc3ccc(F)cc3)cc2)cc1
10) O=C1COCCN1c1ccc(Nc2nc(Cl)nc(NCCNc3nc(Cl)nc(Nc4ccc(N5CCOCC5=O)cc4)n3)n2)cc1
11) COC(=O)[C@]12CC[C@@H](C)[C@H](C)[C@@H]1C1=CC[C@@H]3[C@@]4(C)C(C=O)=C[C@@](C)(CO)[C@@H]4[C@H](O)C[C@@]3(C)[C@]1(C)CC2
12) COc1ccc(-c2csc(N/N=C/c3c(C)nn(-c4ccccc4)c3-n3ccnc3)n2)cc1
13) CNC(=O)c1c(NC(=O)c2ccc(C(C)(C)C)cc2)sc2cc(O)ccc12
14) Cc1ccc(Cl)cc1NC(=O)OC(C)C (tested in a mixture with another compound)
15) CN(C)c1ccc(/C=C/c2nc3ccc(C#N)cc3s2)cc1
16) O=S(=O)(NC1C2c3ccccc3C(c3ccccc32)C1O)c1ccc(Cl)c(Cl)c1 (stereo not given)

assay / compound,7,8,9,10,11,12,13,14,15,16
HCT-116,97,95,58,104,-81*,91,39,108,78,96
NCI-H226,100,102,12,99,3.4*,74,79,102,90,100
COLO 205,110,116,98,121,-28*,91,78,117,102,112
NCI-H460,104,110,46,105,-35*,89,41,107,96,100
HCT-15,96,104,91,99,-68*,91,33,103,95,96
NCI-H23,102,99,.,97,-17*,101,92,108,93,101
NCI-H522,89,78,65,73,-38*,82,85,95,76,95
NCI/ADR-RES,96,112,51,100,-10*,101,69,112,103,99
NCI-H322M,102,99,66,85,33,101,84,116,98,92

17) CC(C)(CO)N(CC(=O)O)CC(=O)O
18) c1ccc2oc(Sc3ncnn3-c3nc4ccccc4o3)nc2c1
19) CNc1cc(C(=O)O)nc(NC)n1
20) NC[C@@H]1CCN(c2cc3c(cc2F)c(=O)n(N)c(=O)n3Cc2ccc(-c3ccccc3)cc2)C1
21) C[N+](C)(CCOC(c1ccccc1)c1ccccc1)CC(=O)c1ccccc1
22) CCOCC(=O)C(C#N)c1ccc(Cl)cc1 (stereo not given)
23) COc1cccc(N)c1
24) COc1cc2c(c(OC)c1OC)C(=O)CC(c1cccc(NC(=O)c3cc(N)ccc3Cl)c1)O2 (stereo not given)

assay / compound,17,18,19,20,21,22,23,24
HCT-116,98,103,104,65,100,109,92,35
NCI-H226,99,101,99,91,102,91,102,54
COLO 205,106,115,105,89,100,118,.,86
NCI-H460,106,105,99,100,111,99,106,67
HCT-15,102,102,96,50,99,105,103,22
NCI-H23,106,107,100,87,95,100,96,72
NCI-H522,108,105,97,69,88,97,111,8.1*
NCI/ADR-RES,113,109,99,96,100,108,.,21
NCI-H322M,118,118,96,97,98,109,101,89

25) O=C(Nc1c[nH]c(=O)[nH]c1=O)OCc1ccccc1
26) O=C1Nc2c(Cl)cc(Cl)cc2C12Nc1ccccc1S2 (stereo not given)
27) COc1cc2cc3c(nc2cc1OC)CCN3Cc1ccc(NC(=O)c2ccc(F)cc2C)cc1
28) Cn1c(=O)[nH]c(=O)c2nc(/C=C/c3ccccc3)c(/C=C/c3ccccc3)nc21
29) O=[N+]([O-])c1cccc(-c2nnc(CSc3nnc(-c4ccc(Cl)cc4)o3)o2)c1
30) COc1ccc(/C=c2\nc3n(-c4ccccc4)c4nc5c(cnn5-c5ccccc5)c(=O)n4n-3c2=O)cc1
31) N#Cc1ccc(/C=N/N2CCCCCC2)cc1
32) CCOC(=O)C1=C(N)Oc2c(sc3c(C)cccc23)C1c1ccc(Cl)cc1 (stereo not given)

assay / compound,25,26,27,28,29,30,31,32
HCT-116,106,83,91,96,107,99,97,24
NCI-H226,106,.,83,94,102,68,99,33
COLO 205,106,103,104,112,111,113,111,20
NCI-H460,121,93,108,102,104,101,111,13
HCT-15,105,81,113,97,101,103,102,15
NCI-H23,105,85,93,103,106,91,100,28
NCI-H522,113,70,93,95,93,89,.,23
NCI/ADR-RES,106,93,96,104,100,101,107,25
NCI-H322M,102,96,87,105,108,109,97,47

33) CNc1nc(Cl)nc2ncn(C)c12
34) O=C(/C=C(O)/C=C/c1ccc(C(F)(F)F)cc1)/C=C/c1ccc(C(F)(F)F)cc1
35) Cn1cc(-c2nc(N)nnc2-c2c[nH]c3ccc(Br)cc23)c2ccccc21
36) CCCCC1(O)CCCCC1
37) S=c1ncc2[nH]c(=S)[nH]c2[nH]1
38) COc1cc(NC(=O)c2nc(-c3ccccc3)n(-c3cccc4ccccc34)n2)cc(OC)c1OC
39) O=C1[C@H]2Cc3c([nH]c4ccccc34)[C@H](c3ccc(Br)cc3)N2C(=O)CN1C1CCN(Cc2c(Cl)cccc2Cl)CC1
40) O=C(O)c1ccc(-c2nn(-c3ccc(C(F)(F)F)cc3)cc2CNc2ccc(Oc3ccccc3)cc2)cc1

assay / compound,33,34,35,36,37,38,39,40
HCT-116,114,95,101,102,105,76,89,61
NCI-H226,108,93,94,97,107,83,81,87
COLO 205,112,114,107,99,106,92,86,111
NCI-H460,103,104,100,108,116,87,97,87
HCT-15,100,106,83,110,110,66,61,43
NCI-H23,110,95,92,108,109,82,.,92
NCI-H522,80,78,86,.,.,55,77,80
NCI/ADR-RES,110,108,97,107,116,86,.,82
NCI-H322M,115,108,91,105,108,74,92,71

41) COc1ccc2c(c1)c(C(=O)c1nc(-c3c[nH]c4ccc(Br)cc34)no1)cn2C
42) O=c1c2ccccc2sc2c(NCc3ccccc3)nc3ccccc3c12
43) CCOC(=O)c1c(C)oc2ncnc(N3CCN(C(=O)COc4ccc(C(C)(C)C)cc4)CC3)c12
44) Cc1ccc(-n2cc(/C=C/C(=O)c3ccc(S(C)(=O)=O)cc3)c(-c3ccc(S(C)(=O)=O)cc3)n2)cc1
45) CCOC(=O)c1c[nH]c(=O)cc1O
46) O=C(C[n+]1cccc2c3ccccc3ccc21)c1ccc(Br)cc1
47) O=C(CC1(O)C(=O)Nc2c(Cl)cc(Cl)cc21)c1ccc(F)cc1 (stereo not given)
48) COC(=O)c1ccccc1C(=O)c1ccc(OC)cc1

assay / compound,41,42,43,44,45,46,47,48
HCT-116,83,72,75,53,94,51,83,109
NCI-H226,96,84,67,100,88,72,95,108
COLO 205,94,97,77,114,106,81,103,110
NCI-H460,84,93,91,100,109,83,104,101
HCT-15,83,73,80,38,101,102,101,106
NCI-H23,90,82,72,87,92,76,98,104
NCI-H522,90,86,78,74,100,81,84,92
NCI/ADR-RES,93,93,74,64,100,101,101,108
NCI-H322M,87,97,89,95,100,92,106,100

49) O=[N+]([O-])c1ccc(/C=N/N2CCNC2=S)o1
50) Fc1ccc(CNCCNc2ncnc3c2cnn3-c2ccccc2)cc1
51) Cc1ccc(/C(CN2CCN(c3cc4c(cc3F)c(=O)c(C(=O)O)cn4C3CC3)CC2)=N\O)cc1
52) COc1ccc(-c2nn(-c3cccc(Cl)c3)cc2-c2cc(-c3ccc(Br)cc3)nc(N)n2)cc1
53) Oc1ccc(CSc2nnc(-c3ccncc3)o2)c2cccnc12
54) Cc1[nH]c(-c2nc3ccccc3[nH]2)c(C)c1C(=O)n1ccnc1
55) CCOC(=O)NCCCC(=O)NCCc1ccccc1
56) COc1cccc(/C=N/N=C(N)N)c1OC
57) O=Cc1ccc(C2NCCc3c2[nH]c2ccccc32)cc1 (stereo not given)
58) Cc1ccc([N+](=O)[O-])c(O)c1
59) CC(=O)N(C(C)=O)C1=NNC(C)(c2ccccc2O)N1C(C)C(=O)O (stereo not given)

assay / compound,49,50,51,52,53,54,55,56,57,58,59
HCT-116,101,100,54,92,8.9*,97,98,109,78,104,102
NCI-H226,111,102,85,86,23,102,96,104,78,101,95
COLO 205,96,90,96,102,68,.,114,105,105,117,107
NCI-H460,104,104,88,94,4.4*,102,110,106,100,105,99
HCT-15,101,92,85,81,23,98,118,108,101,104,105
NCI-H23,107,103,82,87,18,92,99,96,87,98,94
NCI-H522,109,100,65,68,12,86,106,80,88,95,83
NCI/ADR-RES,109,96,84,100,58,107,104,99,107,105,100
NCI-H322M,113,100,87,80,39,85,106,99,98,108,100

Fetched by compound from the entries so far:
25) O=C(Nc1c[nH]c(=O)[nH]c1=O)OCc1ccccc1
1) CC1=CC(=O)N(c2cccc3c(N4C(=O)C=C(C)C4=O)cccc23)C1=O
33) CNc1nc(Cl)nc2ncn(C)c12
47) O=C(CC1(O)C(=O)Nc2c(Cl)cc(Cl)cc21)c1ccc(F)cc1 (stereo not given)
34) O=C(/C=C(O)/C=C/c1ccc(C(F)(F)F)cc1)/C=C/c1ccc(C(F)(F)F)cc1
13) CNC(=O)c1c(NC(=O)c2ccc(C(C)(C)C)cc2)sc2cc(O)ccc12

assay / compound,25,1,33,47,34,13
HCT-116,106,18,114,83,95,39
NCI-H226,106,100,108,95,93,79
COLO 205,106,-46*,112,103,114,78
NCI-H460,121,113,103,104,104,41
HCT-15,105,-2.7*,100,101,106,33
NCI-H23,105,79,110,98,95,92
NCI-H522,113,-75*,80,84,78,85
NCI/ADR-RES,106,78,110,101,108,69
NCI-H322M,102,102,115,106,108,84

Screens from PubChem.

The order is random. Share with any hit: about 13%.
